Bioassay records: PubChem, National Center for Advancing Translational Sciences (NCATS)
ALOX12 inh = Primary qHTS assay for inhibitors of human arachidonate 12S-lipoxygenase (ALOX12): Round 2; 580,000 tested, 1.1% active; Potency, µM (doses to about 108 µM), inactives show at the top dose activity change, negative = inhibition, hits mostly inhibitors; purified 12hLO, xylenol orange hydroperoxide absorbance; Polyunsaturated fatty acid lipoxygenase ALOX12 (Homo sapiens), P18054; AID 1671190, 2021; also: potency is read from the fitted curve at half-maximal effect; % is scaled to controls: 0 for no effect and ±100 for the full control effect
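Purified human 12hLO (150 nM final) in 25 mM Hepes, 0.01% Triton X-100, pH 7.0 was preincubated 15 min at room temperature with compound. Then 40 uM arachidonic acid was added, 30 min. Hydroperoxide was read by Fe-XO absorbance ratio 573/405 nm.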
RGS4 inhibitor = Inhibitors of Regulator of G Protein Signaling (RGS) 4: qHTS. Transcreener GDP fluorescence polarization, RGS4-accelerated GTP hydrolysis. Potency, µM (highest dose often 114 µM), without a hit: at the highest dose activity change, negative = inhibition, usual class: inhibitors. 390,000 tested, 0.039% active. AID 504845, 2011; also: potency is read from the fitted curve at half-maximal effect; % is scaled to controls: 0 for no effect and ±100 for the full control effect; nearly all actives have a fitted effect of over 75% in size; some results filed as inactive show a strong effect at the top dose
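MLSMR compounds (23 nl, pin-transferred) preincubated 10 min at room temperature with a 500nM (2x) first reagent, then RGS4 at 900nM (2x) plus Transcreener GDP mix added; fluorescence polarization (620/688 nm) read before and after 90 min at 30 °C.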
ERG-DNA inh = qHTS for Small Molecule Inhibitors of the ERG Ets/DNA interaction. Transcriptional regulator ERG (Homo sapiens), P11308. fluorescence polarization, His-ERG Ets domain / labelled DNA. Potency, µM (doses to about 76.9 µM), for the others: at the top dose FP activity, negative = inhibition, usual class: inhibitors. 370,000 tested, 0.028% active. AID 624246, 2012; active = well fitted inhibition curve with a large enough effect in the polarisation, with a control signal flat; inconclusive = small, poorly fitted or top-dose-only effect, or effect the other way, or a change in a side signal; inactive = no such curve, though single readings can be large or run the other way; the % refers to the polarisation;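 also: polarization taken with two DNA probes labelled with fluorescein and Texas red; potency is read from the fitted curve at half-maximal effect; % of control where 0% means no effect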
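His-tagged ERG Ets domain (1 uM in the protein solution; 300mM KCl, 50mM Tris-HCl, 1mM EDTA, 1mM DTT, pH 7.5) received compound, then a probe mix of 5 nM fluorescein-DNA and 100nM Texas-615-DNA. Fluorescence polarization was read for both dyes.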
PI4K2A inh = qHTS for small molecular inhibitors of PI4K2A; purified PI4K2A, ADP-Glo luminescence, 1 h; hits give low values; AID 1346378, 2018; activity change, negative = inhibition, % at 76.9 µM; 420,000 tested, 0.13% active; in the data active = activity change below about -50%; inconclusive = mostly about -30% to -49%;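 also: -100% = wells without enzyme as full effect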
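PI4K2A activity was measured by ADP-Glo luminescence: enzyme (4 ug/mL stock) and phosphatidylinositol (1.2 mM stock) in Tris pH 7.5/MgCl2/EGTA/Triton X-100 buffer were reacted with ATP (300 microM stock) for one hour at ambient temperature.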
BAZ2B block = qHTS Assay for Inhibitors of BAZ2B; Bromodomain adjacent to zinc finger domain protein 2B (Homo sapiens), Q9UIF8; AlphaScreen BAZ2B-H3K14Ac peptide displacement; Potency, µM (titrated, usually from 114 µM), without a hit: top-dose activity change, negative = inhibition, hits mostly inhibitors; 360,000 tested, 4.4% active; AID 504333, 2011; also: potency is read from the fitted curve at half-maximal effect; % is scaled to controls: 0 for no effect and ±100 for the full control effect; nearly all actives have a fitted effect of over 60% in size
Target sequence (Q9UIF8 whole entry, looked up, the tested form may be a part): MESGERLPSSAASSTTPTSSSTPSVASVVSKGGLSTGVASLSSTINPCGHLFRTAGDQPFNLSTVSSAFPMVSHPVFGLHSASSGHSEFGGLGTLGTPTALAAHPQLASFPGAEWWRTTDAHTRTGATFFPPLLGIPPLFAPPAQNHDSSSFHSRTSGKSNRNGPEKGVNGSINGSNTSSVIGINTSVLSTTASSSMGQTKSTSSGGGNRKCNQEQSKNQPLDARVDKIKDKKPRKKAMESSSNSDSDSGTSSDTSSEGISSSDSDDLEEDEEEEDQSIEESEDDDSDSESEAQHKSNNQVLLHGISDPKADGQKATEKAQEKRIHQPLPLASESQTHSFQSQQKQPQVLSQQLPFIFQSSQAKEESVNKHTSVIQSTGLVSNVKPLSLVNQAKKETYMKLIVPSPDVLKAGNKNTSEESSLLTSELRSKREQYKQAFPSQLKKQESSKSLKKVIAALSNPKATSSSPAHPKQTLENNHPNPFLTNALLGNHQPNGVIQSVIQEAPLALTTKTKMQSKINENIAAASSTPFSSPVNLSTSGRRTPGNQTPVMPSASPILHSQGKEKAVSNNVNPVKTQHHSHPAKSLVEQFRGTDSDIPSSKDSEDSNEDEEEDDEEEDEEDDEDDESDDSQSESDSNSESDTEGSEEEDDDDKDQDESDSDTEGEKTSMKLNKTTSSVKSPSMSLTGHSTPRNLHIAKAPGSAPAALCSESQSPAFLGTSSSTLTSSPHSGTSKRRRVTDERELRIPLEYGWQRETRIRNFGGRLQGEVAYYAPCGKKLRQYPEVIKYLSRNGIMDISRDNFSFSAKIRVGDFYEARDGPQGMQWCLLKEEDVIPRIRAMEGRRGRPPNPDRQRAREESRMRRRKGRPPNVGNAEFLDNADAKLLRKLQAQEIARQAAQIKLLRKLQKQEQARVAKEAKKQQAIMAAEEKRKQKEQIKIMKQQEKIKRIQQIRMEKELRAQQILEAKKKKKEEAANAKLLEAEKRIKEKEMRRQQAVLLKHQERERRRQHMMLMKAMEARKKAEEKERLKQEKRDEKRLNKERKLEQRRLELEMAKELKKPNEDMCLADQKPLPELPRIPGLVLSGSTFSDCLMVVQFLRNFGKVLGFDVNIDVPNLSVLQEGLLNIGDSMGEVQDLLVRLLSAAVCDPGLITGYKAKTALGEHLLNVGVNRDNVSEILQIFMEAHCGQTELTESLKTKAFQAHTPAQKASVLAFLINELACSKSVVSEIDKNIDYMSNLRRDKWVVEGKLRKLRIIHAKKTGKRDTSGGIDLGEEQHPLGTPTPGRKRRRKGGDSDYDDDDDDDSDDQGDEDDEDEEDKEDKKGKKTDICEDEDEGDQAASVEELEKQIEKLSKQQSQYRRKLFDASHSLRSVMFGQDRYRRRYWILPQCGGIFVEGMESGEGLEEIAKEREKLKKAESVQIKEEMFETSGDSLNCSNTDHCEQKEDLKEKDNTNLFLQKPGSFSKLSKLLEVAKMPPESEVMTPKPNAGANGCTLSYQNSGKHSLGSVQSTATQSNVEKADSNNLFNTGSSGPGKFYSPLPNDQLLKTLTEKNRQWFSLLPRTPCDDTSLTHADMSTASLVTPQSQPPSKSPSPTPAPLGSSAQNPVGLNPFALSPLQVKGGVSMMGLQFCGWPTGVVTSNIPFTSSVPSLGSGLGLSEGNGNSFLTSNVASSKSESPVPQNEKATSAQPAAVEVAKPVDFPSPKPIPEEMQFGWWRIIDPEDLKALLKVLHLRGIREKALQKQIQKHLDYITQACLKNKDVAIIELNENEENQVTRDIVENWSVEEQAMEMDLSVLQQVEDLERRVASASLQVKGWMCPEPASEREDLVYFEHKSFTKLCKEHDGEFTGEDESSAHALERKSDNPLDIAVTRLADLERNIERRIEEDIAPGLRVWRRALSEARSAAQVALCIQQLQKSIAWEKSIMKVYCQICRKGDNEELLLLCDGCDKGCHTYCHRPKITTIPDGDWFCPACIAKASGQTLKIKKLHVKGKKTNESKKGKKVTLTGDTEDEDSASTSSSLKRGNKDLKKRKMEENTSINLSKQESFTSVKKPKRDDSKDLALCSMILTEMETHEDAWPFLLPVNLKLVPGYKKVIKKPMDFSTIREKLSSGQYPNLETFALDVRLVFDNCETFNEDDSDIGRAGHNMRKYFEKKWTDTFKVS
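Complex of BAZ2B and biotin-H3K14Ac (50 nM apiece) forms over 30 min at RT, then faces library compounds up to 110 uM for another 30 min; AlphaScreen beads added, 20 min dark incubation, luminescence read.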
HP1b binding inh = HTS for Inhibitors of HP1-beta Chromodomain Interactions with Methylated Histone Tails | Chromobox protein homolog 1 (Homo sapiens), P83916 | AID 540317, 2011 | Potency, µM (top dose mostly 114 µM), for inactives: at the top dose activity change, negative = inhibition, hits mostly inhibitors | AlphaScreen HP1-beta / biotin-H3K9me3 peptide binding | 390,000 tested, 0.56% active; also: potency is read from the fitted curve at half-maximal effect; nearly all actives have a fitted effect of over 70% in size; inactives centre near 23
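Compound inhibition of the preformed complex between 50 nM HP1-beta and 50 nM biotinylated H3K9me3 peptide was read by AlphaScreen. Buffer was PBS pH 7.4 with 0.01% Tween-20. Incubations ran 30 min at room temperature, with 10 ug/mL donor/acceptor beads.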
GLS inhibitor = qHTS for Inhibitors of Glutaminase (GLS) | Glutaminase kidney isoform, mitochondrial (Homo sapiens), O94925 | GLS enzymatic activity, qHTS titration | Potency, µM (series often up to 45.5 µM), without a hit: top-dose activity change, negative = inhibition, hits mostly inhibitors | 410,000 tested, 0.21% active; also: potency is read from the fitted curve at half-maximal effect; % is scaled to controls: 0 for no effect and ±100 for the full control effect
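Two-point fluorescence kinetic (t0, 30 min RT) for hKGA; glutamate detected via glutamate oxidase–HRP–Amplex Red. Substrate: 1 mM L-glutamine solution; buffer 45 mM KH2PO4, pH 8.2.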
JMJD2A Tudor inh = qHTS Assay for Inhibitors of JMJD2A-Tudor Domain; AID 504339, 2011; AlphaScreen JMJD2A-Tudor / H3K4me3 peptide binding; Potency, µM (highest dose often 114 µM), without a hit: at the highest dose activity change, negative = inhibition, most hits filed as inhibitors; 390,000 tested, 4.4% active; also: potency is read from the fitted curve at half-maximal effect; % is scaled to controls: 0 for no effect and ±100 for the full control effect; nearly all actives have a fitted effect of over 50% in size
G9a block = qHTS Assay for Inhibitors of Histone Lysine Methyltransferase G9a | G9a H3K9 monomethylation, AlphaScreen, 2 h | Potency, µM (highest dose often 102 µM), inactives show top-dose activity, negative = inhibition, usual class: inhibitors | 350,000 tested, 8.8% active; also: potency is read from the fitted curve at half-maximal effect; % is scaled to controls: 0 for no effect and ±100 for the full control effect; nearly all actives have a fitted effect of over 75% in size
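Signal arises when biotinylated H3K9 peptide, once monomethylated, bridges streptavidin donor and antibody-captured acceptor beads. Enzyme at 20 nM was preincubated 15 min with test compounds; peptide 500 nM and SAM 20 uM then reacted for 2 h.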
Starred values were filed as active, the others as inactive; ? = inconclusive; nt = no result given; & = joins results of further samples; ! = not confirmed by another sample; [ ] = dose if it differs, or a comment. Unless noted, calls follow the shape of the dose curve; as a rule, active = well fitted curve in the direction sought with a large enough effect; inconclusive = small, poorly fitted or top-dose-only effect, or another doubt; inactive = no such curve, though single readings can be large; an effect the other way counts as inactive or inconclusive. An excerpt (hit frequency here may not be typical).

SMILES	ALOX12 inh	RGS4 inhibitor	ERG-DNA inh	PI4K2A inh	BAZ2B block	HP1b binding inh	GLS inhibitor	JMJD2A Tudor inh	G9a block
CCCCN1C(=O)c2ccc(C(=O)Nc3cccnc3)cc2C1=O	4.7%	7.4%	4.2%	-2.8	-1.2%	30.2%	-2.0%	-12.9%	4.6%[59 µM]
COc1cc(C(=O)OCC(=O)N2CCN(C(C)=O)CC2)ccc1OCC(C)C	-10.6%	-51.8%	nt	-7.2	-2.3%	18.1%	0.2%	-5.0%	-3.6%
NC(=NC(=O)c1ccccc1)N1N=CCC1c1ccccc1 (stereo unspecified)	-20.4%	-6.8%	-6.8%	-1.6	-14.7%	20.6%	-1.1%	1.4%	-26.4%
CC1(C)CC(=O)C(C=Nc2ccc(Cl)cn2)=C(O)C1	0.0%[57.4 µM]	12.4%	5.3%	-4.5	3.3%	20.1%	-0.6%	-6.9%	17.1%[59 µM]
O=C(NCCc1ccccc1)[C@@H]1CC=C[C@@H]2CCN(C3CCCCC3)C(=O)[C@@H]21	19.3%	-8.4%	-6.7%	-0.6	nt	13.2%	-6.3%	-24.1%	nt
Cc1cccc(Nc2cc(C)nc3ccccc23)c1	-65.9%	15.3%	-5.2%	12.6	-6.4%	39.8%[activator]	21.4%	-10.3%	nt
Cc1ccc(NC(=O)CSc2nnc(-c3ccncc3)n2C)cc1S(=O)(=O)N1CCOCC1	-9.5%	-2.7%	-6.8%	-1.0	-7.0%	44.5%[activator]	8.9%	-2.1%	17.3%
Cc1nn(-c2ccccc2)c(C)c1/C=N/NC(=O)c1cc(-c2cccs2)[nH]n1	3.1%	-22.6%	22.3%	8.5	-31.9%	17.3%	0.2%	?	6.3%
COc1ccc(CN(C)CC(=O)NC(C)c2ccccc2)cc1OC (stereo unspecified)	-14.5%	0.2%	-4.3%	1.5	-13.5%	19.0%	-19.8%	-13.3%	7.8%[59 µM]
CO[C@@]1(NC(=O)Cc2cccs2)C(=O)N2C(C(=O)O)=C(COC(N)=O)CS[C@@H]21	0.7%	-8.1%	-5.1%	-4.5&-0.4	50.1µM*	13.8%	11.2µM*!	56.2µM*	?
CCOC(=O)c1sc2nc(CC(=O)OC)nc(NCC(=O)OC)c2c1C	6.8%	22.2%	-7.3%	1.3	-1.7%	7.8%	-2.8%	-13.8%	0.2%[59 µM]
NS(=O)(=O)c1ccc(CNC(=O)/C=C/c2ccccc2)cc1	346.1%[activator]	-20.8%[11.4 µM]	-5.2%	2.2	-2.1%[57.1 µM]	1.0%	-0.3%	-8.2%[11.4 µM]	?
CCN(CC)C(=O)[C@H]1C[C@H](CC(=O)NC/C=C(\C)CCC=C(C)C)C(=O)N2CCc3c([nH]c4cc(-c5ccco5)ccc34)[C@]12C	-45.6%	-31.0%	20.4%	1.4	nt	?	-3.4%	31.6µM*	nt
Cc1ccc(NC(=O)CN2C(=O)CCSc3ccc(S(=O)(=O)N4CCCC4)cc32)cc1	-6.2%&-18.4%	4.7%[11.4 µM]	-5.6%&2.2%	-2.1&0.9	-17.3%&-0.5%	52.6%[activator]	-1.4%&-6.4%	-3.8%&1.3%	0.5%
CC[C@]12c3[nH]c4ccc(OC)cc4c3CCN1C(=O)C(CC(=O)NCCc1ccccn1)C[C@@H]2C(=O)N1CCN(C(=O)c2ccco2)CC1 (stereo partly specified)	0.1%	3.3%	14.1%	3.8	nt	49.1%[activator]	-5.8%	-5.5%	nt
COc1cc(S(=O)(=O)NC2CCSc3ccccc32)ccc1NC(C)=O (stereo unspecified)	-0.6%	10.3%	-7.5%	-5.3	6.4%	33.0%	-6.2%	-10.6%	-11.0%
Cc1ccc(-c2csc(NC(=O)/C=C/c3cccs3)n2)cc1C	-10.7%	10.6%	-2.0%	-3.0	-34.4%	26.2%	2.6%	1.9%	2.6%[59 µM]
Cc1cc(C)cc(OCC(O)CN2C(=O)NC(C)(C)C2=O)c1 (stereo unspecified)	-0.6%	?	-4.2%	1.0	-6.3%	13.8%	-5.4%	-29.7%	16.2%
Cc1ccc(S(=O)(=O)c2c(C)nn(C(C)(C)C)c2OC(=O)C(C)(C)C)cc1	0.0%	-22.7%	3.6%	5.3	9.2%	33.9%	1.2%	0.8%	-10.5%
Cc1csc2nc(O)c(C(=O)NCCC3=CCCCC3)c(=O)n12	?	-6.0%	0.9%	-5.3	2.3%	28.8%	4.9%	-14.9%	1.8%

Part of the list above, field by field:
Compound: CCCCN1C(=O)c2ccc(C(=O)Nc3cccnc3)cc2C1=O
  ALOX12 inh: 4.7%; RGS4 inhibitor: 7.4%; ERG-DNA inh: 4.2%; PI4K2A inh: -2.8; BAZ2B block: -1.2%; HP1b binding inh: 30.2%; GLS inhibitor: -2.0%; JMJD2A Tudor inh: -12.9%; G9a block: 4.6%[59 µM]

Compound: COc1cc(C(=O)OCC(=O)N2CCN(C(C)=O)CC2)ccc1OCC(C)C
  ALOX12 inh: -10.6%; RGS4 inhibitor: -51.8%; ERG-DNA inh: nt; PI4K2A inh: -7.2; BAZ2B block: -2.3%; HP1b binding inh: 18.1%; GLS inhibitor: 0.2%; JMJD2A Tudor inh: -5.0%; G9a block: -3.6%

The results go on:
SMILES	ALOX12 inh	RGS4 inhibitor	ERG-DNA inh	PI4K2A inh	BAZ2B block	HP1b binding inh	GLS inhibitor	JMJD2A Tudor inh	G9a block
CC1(c2ccccc2Cl)NC(=O)N(CC(=O)N2CCN(S(=O)(=O)c3ccccc3)CC2)C1=O (stereo unspecified)	1.2%	2.8%	-11.6%	0.1	-22.5%	16.2%	-8.3%	2.1%	?
O=C(CCN1C(=O)C2C3C=CC(C3)C2C1=O)NCCN1CCCc2ccccc21 (stereo unspecified)	-19.3%	-3.0%	-1.6%	-3.7	-26.6%	18.0%	?	-18.5%	nt
COc1cc(C2C(C(=O)c3ccc(C)o3)=C(O)C(=O)N2CCc2ccccc2)ccc1O (stereo unspecified)	35.5µM*	-5.4%	1.5%	2.5	?	-11.9%	?	17.8µM*	nt
CC(=O)NC(=S)Nc1sc2c(c1C(N)=O)CCC(C)C2 (stereo unspecified)	?	-26.2%	?	3.6	-28.6%	?	-10.7%	-30.1%	nt
COc1ccc(/C=N/NC(=O)c2cccc(NC(=O)c3ccccc3Cl)c2)c(OC)c1	36.7%[activator]	7.5%	-4.6%	2.7	-16.1%	20.2%	0.0%	-10.1%	16.6%[59 µM]
Cn1c(=O)c2c(nc(SCCN3CCOCC3)n2Cc2ccccc2Cl)n(C)c1=O	10.0%	-6.2%	-20.0%	-1.2	-6.7%	36.0%	1.8%	-6.3%	-18.4%[59 µM]
Brc1ccc2c(c1)C(c1cccnc1)=NNC(c1cccs1)=N2	-11.6%	-21.0%	7.1%	0.9	?	-37.2%	-1.4%	?	?
CCCC(=O)Nc1ccc(NC(=O)c2sc3ccccc3c2Cl)cc1	-14.6%	18.4%	-0.3%	1.1	-3.9%	14.7%	-1.4%	-8.2%	0.6%[59 µM]
Cn1cc(C(=O)OCC2CCN(CCNS(C)(=O)=O)CC2)c2ccccc21	1.2%&0.0%	-14.4%[56.9 µM]	-0.6%	-5.5&1.2	nt	15.5%	4.3%	-23.7%	23.1%[59 µM]
COc1cc(NC(=O)c2cccc(Cl)c2Cl)ccc1NC(=O)c1cc2ccccc2o1	-19.3%	1.6%	-3.4%	0.5	-29.1%	38.4%[activator]	-4.0%	-16.7%	4.0%[59 µM]
COc1cccc(/C=C2/SC(=S)N(CC(=O)NNC(=O)c3ccccc3OC)C2=O)c1	-13.6%	-32.2%	108.9%[activator]	13.5	-13.7%	30.6%	4.2%	0.4%	-2.4%[59 µM]
COc1cccc(C2N=C(c3ccccc3C)NO2)c1OC (stereo unspecified)	-54.1%	3.4%	1.6%	5.3	2.7%	20.4%	?	5.3%	?
Clc1cccc(Cl)c1Cn1c(-c2cccnc2Cl)nc2ccccc21	2.2%	-11.0%	-4.5%	31.4	5.0%[57.1 µM]	14.4%	1.0%	-17.5%	1.4%
O=C(O)Cc1ccc(NC(=O)c2ccc3c(c2)C(=O)N(Cc2ccco2)C3=O)cc1	?	-12.3%	-2.0%	1.6	-11.7%	-29.4%	0.0%	35.5µM*	?
Cc1ccc(NC(=O)COC(=O)CCC2CCCC2)cc1S(=O)(=O)N1CCOCC1	?	6.5%	0.8%	-4.3	nt	19.0%[57 µM]	-4.1%	-17.2%	nt
Cn1cccc1CC(=O)NNC(=O)Nc1cccc(Cl)c1	-3.9%	-7.9%	-4.8%	-1.8	-37.6%	8.2%	39.9%[activator]	-34.5%	?
